DENV2 CPE: inhibitors of DENV2 cytopathic effect | DENV2-infected cells, cytopathic effect rescue, plate reader | CPE inhibition, % at 9.99 µM | 350,000 tested, 1.7% active | AID 651640; in the data active means CPE inhibition above about 20%, passing the limit was not always enough; inconclusive means no clear call, values can overlap the other calls; tested in BHK-21 cells;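 further: 0% = median of neutral control wells and 100% = median of positive control wells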
RAD52 inh: RAD52 (human) annealing inhibition; recombinant RAD52 DNA annealing, FRET fluorescence; inhibition, % at 18.7 µM; 360,000 tested, 0.46% active; AID 651710;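 active means every replicate showing at least 50% inhibition; inconclusive means mean inhibition at least 50% but not in every replicate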
Target sequence (P43351 whole entry, looked up): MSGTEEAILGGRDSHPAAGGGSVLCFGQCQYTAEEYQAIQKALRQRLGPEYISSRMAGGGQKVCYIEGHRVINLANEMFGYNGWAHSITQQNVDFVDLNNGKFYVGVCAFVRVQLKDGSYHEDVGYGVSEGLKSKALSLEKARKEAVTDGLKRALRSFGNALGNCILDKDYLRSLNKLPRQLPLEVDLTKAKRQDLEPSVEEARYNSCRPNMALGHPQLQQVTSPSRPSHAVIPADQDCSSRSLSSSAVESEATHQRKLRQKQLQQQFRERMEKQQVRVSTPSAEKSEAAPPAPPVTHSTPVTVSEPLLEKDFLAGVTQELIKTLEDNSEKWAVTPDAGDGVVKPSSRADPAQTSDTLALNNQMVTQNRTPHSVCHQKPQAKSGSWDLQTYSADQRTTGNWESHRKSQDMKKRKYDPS
CASP6 VEID inh: inhibitors of human caspase-6; 350,000 tested, 0.53% active; P55212; purified caspase-6, Z-VEID-R110 cleavage fluorescence; inhibition, % at 12.5 µM; AID 686996;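 active means mean inhibition across replicates at least about 35%, with every replicate also reaching that limit, limit read from the data; inconclusive means only one of the two criteria met; inactive means neither criterion met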;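 further: 0% = median of neutral control wells and 100% = no fluorescence left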
E-sel inducer: induces E-selectin expression in human endothelial cells; 260,000 tested, 0.37% active; HUVEC E-selectin immunofluorescence imaging; normalized: neutral wells 0, TNF-alpha wells 100; AID 686992; P16581; activation, % at 7.58 µM;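 active means mean E-selectin-positive cell signal at least 10% of the positive control, reached in at least 60% of replicates, without over 20% cell loss; inconclusive means no rule given, readout overlaps actives, possibly toxicity-flagged; inactive means the rest, including those meeting only one limit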;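 further: in these data hits start at about 27%; measured in HUVEC primary endothelial cells; signal is the percent of cells scored E-selectin positive by PE staining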
Target sequence (P16581 whole entry, looked up): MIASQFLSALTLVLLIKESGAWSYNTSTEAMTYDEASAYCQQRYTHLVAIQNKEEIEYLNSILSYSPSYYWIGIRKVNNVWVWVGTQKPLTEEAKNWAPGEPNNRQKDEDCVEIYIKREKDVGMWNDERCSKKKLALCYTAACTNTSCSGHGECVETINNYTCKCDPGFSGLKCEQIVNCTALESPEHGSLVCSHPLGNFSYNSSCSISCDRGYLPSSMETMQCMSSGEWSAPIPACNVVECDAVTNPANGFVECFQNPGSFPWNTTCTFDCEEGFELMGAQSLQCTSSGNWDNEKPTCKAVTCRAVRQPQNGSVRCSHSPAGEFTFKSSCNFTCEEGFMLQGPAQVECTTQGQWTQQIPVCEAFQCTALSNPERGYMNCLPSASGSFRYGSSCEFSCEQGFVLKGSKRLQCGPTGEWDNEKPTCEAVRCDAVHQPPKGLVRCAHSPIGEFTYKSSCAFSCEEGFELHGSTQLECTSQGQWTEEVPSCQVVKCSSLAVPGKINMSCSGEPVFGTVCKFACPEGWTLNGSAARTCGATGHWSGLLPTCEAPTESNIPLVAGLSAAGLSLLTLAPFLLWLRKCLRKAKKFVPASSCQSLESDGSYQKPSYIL
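Read-out basis: % PE-positive cells; Test system: HUVEC primary endothelial cells; Technique: immunofluorescence imaging; Dosing: single-point compound dose.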
F508del corr: CFTR F508del correction in bronchial cells; CFBE cells, YFP halide quenching; stimulated with forskolin plus potentiator P3; % fluorescence drop versus neutral controls; activity (quench increase), % at 7.58 µM; 350,000 tested, 0.36% active;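 active means mean added fluorescence quench of at least 8% versus neutral control, with both replicates also reaching 8%; inconclusive means only one of the mean or replicate conditions met; inactive means mean below 8% and not both replicates reaching 8%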;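 further: cells transiently co-express mutant CFTR-F508del with the halide-sensitive YFP; corrector assay measuring rescue of mutant channel to the surface after 24 h compound exposure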
Xi reactivation: X-chromosome reactivation activator; XiGFP mouse fibroblasts, % GFP-positive cells imaging, 3 d; cells co-treated with 5-aza-dC sensitizer; scaled so ellipticine positive control = 100%; activation, % at 7.58 µM; 360,000 tested, 0.055% active;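 active means mean normalized replicate activation at least 10% and every replicate at or above 10%; inconclusive means only one of the two criteria met; inactive means mean below 10% and not all replicates reach 10%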;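 further: 0% = median of on-plate neutral control wells and 100% = ellipticine 6 µM median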
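System: SV40-immortalized XiGFP fibroblast cells, line 68-5-11 / Incubation: 3-day compound exposure, then 15 min fixation at room temperature / Compound: single concentration per compound, delivered by pin transfer / Buffer or medium: DMEM plus 5-aza-dC sensitizer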
RAD54 branch: blocks human RAD54 Holliday junction branch migration. Q92698. FAM/BHQ fluorescence. inhibition, % at 10.4 µM. AID 602329. 360,000 tested, 0.14% active;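 active means mean normalized replicate activity at least 40 and at least half of replicates scoring 40 or more; inconclusive means only one of the two criteria met; inactive means mean below 40 and under half of replicates reaching 40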;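 further: 0% = median of neutral control wells and 100% = median of positive control wells; inhibitors cause a drop in the FAM fluorescence signal; in these data hits start at about 50%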
INS-1E GSIS act: primary screen for activators of insulin secretion dependent on glucose, INS-1E cells, GLuc reporter luminescence. INS-1E GLuc reporter insulin secretion, 2-3 h. activation, % at 16.6 µM. 370,000 tested, 0.61% active;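 active means lowest replicate activation of at least 40%, so every replicate reaches that level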;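 further: 0% = median of neutral control wells and 100% = median of IBMX positive control wells; some compounds called inactive have numbers as strong as hits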
Active calls of the source: *; ? = inconclusive; nt = not tested or not shown.

SMILES | DENV2 CPE | RAD52 inh | CASP6 VEID inh | E-sel inducer | F508del corr | Xi reactivation | RAD54 branch | INS-1E GSIS act
CCC(=C(c1ccccc1)c1ccc(OCCN(C)C)cc1)c1ccccc1 | 2.4 | 15.5 | nt | 0.1 | -0.2 | 0.0 | -1.3 | nt
O=C(NC1CCC1)[C@H]1[C@H](CO)[C@H]2Cn3c(ccc(-c4ccncc4)c3=O)[C@H]2N1CC1CC1 | 0.2 | 2.4 | -0.5 | -0.3 | -1.1 | 0.1 | -7.8 | 1.6
Cc1cc(C)n(C2CC(=O)N(c3ccc(Cl)c(Cl)c3)C2=O)n1 (stereo not drawn) | 7.0 | -3.0 | -2.2 | nt | 0.6 | 6.0 | 4.5 | nt
COc1ccc(NC(=O)c2ccc(NC(=O)CN3CCN(c4ccccc4O)CC3)cc2)cc1 | -3.5 | -7.3 | 0.5 | 1.1 | -3.6 | 0.1 | 1.2 | nt
COc1ccc(N2CC(C(=O)Nc3cc(C)ccn3)CC2=O)cc1 (stereo not drawn) | -1.5 | -8.7 | -3.1 | nt | 2.0 | -0.7 | nt | nt
Cc1nc2ccc(Br)cc2c2c1CC(CO)O2 (stereo not drawn) | -2.5 | -3.3 | -3.0 | 0.1 | 2.6 | 0.1 | -0.9 | 5.8
C[C@@H]1CN([C@@H](C)CO)C(=O)c2cc(NS(=O)(=O)c3ccc(F)cc3)ccc2O[C@H]1CN(C)Cc1ccncc1 | -2.1 | 6.9 | 1.8 | 1.9 | -1.4 | 0.2 | -0.6 | 1.9
C=CCN1C(c2ccccc2)=CS/C1=C(/C#N)c1nnc(N2CCOCC2)n1-c1ccccc1 | -2.2 | -28.8 | 7.1 | 0.0 | 0.7 | 0.1 | nt | -7.0
NS(=O)(=O)c1ccc(CCNS(=O)(=O)c2ccc(Cl)cc2)cc1 | 3.7 | 1.1 | -0.9 | nt | 1.2 | 0.0 | -3.1 | 3.2
CCN(CCNC(=O)CC1Oc2ccccc2NC1=O)c1ccccc1 (stereo not drawn) | -7.0 | -18.3 | -3.1 | nt | 2.2 | 0.5 | -8.7 | 7.6
CO[C@@H]1CN(C)C(=O)c2ccc(NS(=O)(=O)c3cn(C)cn3)cc2OC[C@H](C)N(CCC(F)(F)F)C[C@@H]1C | -5.1 | 9.0 | 2.6 | 0.0 | -2.3 | -0.1 | 3.9 | 20.5
CCn1cc([N+](=O)[O-])c(C(=O)NCc2ccc(Cl)cc2)n1 | -2.8 | -10.6 | 0.0 | 0.0 | 3.8 | 0.7 | nt | 3.4
COc1ccc(OC(=O)N(C)C[C@@H]2OCc3ccccc3-c3ccccc3C(=O)N([C@H](C)CO)C[C@H]2C)cc1 | -2.1 | 0.5 | 0.3 | -0.5 | -1.1 | -0.1 | -2.5 | -11.3
COc1ccc(NC(=O)N(C)C[C@H]2OCCCC[C@H](C)Oc3ccc(NC(=O)CCC(F)(F)F)cc3C(=O)N([C@@H](C)CO)C[C@H]2C)cc1 | -3.5 | 10.1 | 1.1 | -0.1 | -0.2 | 0.0 | -14.1 | 2.2
C[C@H](CO)N1C[C@H](C)[C@H](CN(C)C(=O)Nc2ccccc2)Oc2ncccc2C1=O | -1.7 | -16.9 | 1.9 | -0.1 | -1.7 | 0.0 | 2.6 | 27.6
CCn1nnc2cc(C(=O)O)ccc21 | 5.9 | -15.2 | 4.4 | 0.4 | 0.8 | nt | 6.0 | 4.7
COc1cccc(NC(=O)N2CC(=O)N3[C@H](C2)[C@H](c2ccc(C4=CCCCC4)cc2)[C@@H]3CO)c1 | -11.0 | -8.1 | nt | -0.1 | 0.8 | 0.0 | nt | -23.0
CCOCCCn1c(=S)[nH]c2cc(C(=O)N3CCN(C4CCCCC4)CC3)ccc2c1=O | 2.7 | -12.6 | -4.7 | 1.3 | -0.2 | 0.0 | -20.2 | -19.4
O=C(Nc1cccc(Cl)c1)c1nc[nH]c1C(=O)NCCCCNC(=O)c1[nH]cnc1C(=O)Nc1cccc(Cl)c1 | -11.5 | -7.7 | -0.3 | 0.0 | -1.2 | 0.1 | -1.0 | 3.2
CCCCCCCCNCCS(=O)(=O)NN1CCOCC1 | -3.5 | -3.3 | -1.8 | 0.2 | 1.5 | 0.1 | -6.6 | -5.4
COc1ccc(CNC(=O)C/C(C)=N/NC(=O)c2ccc(OC)cc2OC)cc1 | 0.9 | 3.8 | 3.4 | -0.1 | 1.6 | 0.1 | -4.8 | -12.6
COc1ccc(S(=O)(=O)Nc2ccc3c(c2)C(=O)N([C@H](C)CO)C[C@H](C)[C@@H](CN(C)Cc2ccc(C(F)(F)F)cc2)O3)cc1 | -6.0 | -17.6 | 0.1 | 0.5 | -0.3 | -0.7 | -7.5 | -10.9
COC(=O)c1cc(NC(=O)CN2C(=O)C(=O)N(C3CCCC3)C2=O)cc(C(=O)OC)c1 | -2.2 | -33.3 | 0.3 | nt | -2.2 | 0.3 | -2.8 | -18.1
O=C(c1cccc(Br)c1)N1CCN(S(=O)(=O)N2CCOCC2)CC1 | 7.5 | -13.8 | -5.7 | nt | -0.6 | 0.0 | nt | -14.7
O=C(Nc1ccon1)Nc1ccc(F)cc1F | 3.9 | -13.5 | -0.3 | -0.1 | 0.3 | 0.4 | 3.5 | 7.2
SMILES | DENV2 CPE | RAD52 inh | CASP6 VEID inh | E-sel inducer | F508del corr | Xi reactivation | RAD54 branch | INS-1E GSIS act
COc1cccc(-c2c(C#N)c(SC)nc3cc(C)nn23)c1 | 3.5 | -1.5 | -0.7 | -0.1 | 1.1 | -0.1 | nt | 25.4
COc1ccc(/C=C2\SC(=S)N(CCC(=O)Nc3ccccc3C(=O)O)C2=O)cc1 | 18.2 | -6.2 | 1.2 | -0.2 | 6.3 | 0.1 | 3.7 | 14.3
CO[C@@H]1CN(C)C(=O)c2ccc(NC(=O)C3CC3)cc2OC[C@@H](C)N(C(=O)C2CCOCC2)C[C@@H]1C | -6.6 | 9.0 | -3.2 | -0.1 | 0.7 | 0.0 | -12.4 | 11.8
COc1ccc(C2CCN(CC(=O)N(C)C)CC2O)cc1 (stereo not drawn) | -0.6 | -19.3 | -1.3 | nt | -2.8 | 0.3 | nt | 1.6
C[C@@H]1CCCCO[C@@H](CN(C)S(=O)(=O)c2cccs2)[C@@H](C)CN([C@H](C)CO)C(=O)c2cc(NC(=O)NC3CCCCC3)ccc2O1 | -18.8 | nt | nt | 1.0 | 2.5 | 0.2 | -2.4 | 20.4
Cc1c(Cl)cccc1NC(=S)N1CCOCC1 | -2.6 | -11.7 | -1.1 | 0.1 | -1.3 | 0.1 | nt | 1.5
Cc1cc(C)cc(C(=O)NCC(=O)OCC(=O)Nc2ccc(C)cc2Br)c1 | 2.9 | -4.1 | -1.1 | 0.3 | -6.6 | 0.1 | -12.4 | -14.6
CC(C)NC(=O)Nc1cccc2c1O[C@H](CN(C)C(=O)NC(C)C)[C@H](C)CN([C@H](C)CO)C2=O | 5.2 | 1.3 | 1.6 | 17.1 | 0.5 | 0.3 | 11.8 | 22.8
O=C(CSc1nccn1Cc1ccccc1)NC1CCCC1 | ? | -2.1 | -2.5 | -0.2 | 1.5 | 0.0 | -9.5 | 32.0
COc1ccc(S(=O)(=O)Nc2ccc3c(c2)C(=O)N([C@@H](C)CO)C[C@H](C)[C@H](CN(C)C(=O)Nc2ccccc2)OCCCC[C@H](C)O3)cc1 | 5.2 | nt | nt | -0.4 | -0.2 | 0.2 | -3.6 | -20.2
CC(C)NC(=O)C1(C)CCN1C(=O)c1cccc(Cl)c1 (stereo not drawn) | -0.9 | -4.8 | -0.9 | nt | 0.5 | 0.0 | 7.0 | nt
COc1ccc(C#Cc2ccc3c(c2)O[C@H](CN(C)C(=O)c2ccccn2)[C@@H](C)CN([C@@H](C)CO)S3(=O)=O)cc1 | 15.0 | -84.3 | 1.4 | -0.1 | 1.0 | 0.1 | 4.4 | -11.2
CN1OC[C@@H]2CN(Cc3cc(Cl)cc(Cl)c3)[C@H](c3cccc(Br)c3)C[C@@H]21 | -5.5 | -16.1 | 0.3 | -0.1 | 0.9 | nt | 7.8 | 9.5
COc1ccc(/C=C/C(=O)O/N=C(\N)c2ccccc2)cc1OC | 9.2 | -20.9 | -0.9 | nt | 3.2 | 0.0 | -0.1 | 26.2
CCCC#Cc1ccc2c(c1)O[C@H](CN(C)S(=O)(=O)c1cccc(OC)c1)[C@@H](C)CN([C@H](C)CO)S2(=O)=O | nt | nt | nt | -0.1 | 1.7 | 0.1 | nt | -6.8
CC(C)N(Cc1ccccc1)C(=O)COC(=O)c1ccccc1SCC(=O)N1CCCC1 | 4.1 | -9.2 | -1.2 | -2.2 | 2.3 | 0.0 | nt | -12.4
O=C(c1ccco1)N1CCN(C(=O)c2cc(-c3ccc(F)cc3)no2)CC1 | -3.5 | -0.1 | 0.6 | nt | 1.3 | 0.0 | 9.8 | nt
CCNC(=O)[C@@H]1[C@@H](CO)[C@@H]2Cn3c(ccc(C4=CCCCC4)c3=O)[C@@H]2N1C(=O)CC1CC1 | nt | -2.5 | -1.2 | 0.0 | -0.5 | 0.2 | -3.5 | 12.6
OCCN(CC#CCn1c2ccccc2c2ccccc21)CCO | -3.3 | 2.8 | -1.0 | 13.5 | 2.0 | 0.3 | nt | 25.7
O=C(C[C@H]1C=C[C@@H](NC(=O)CC2CC2)[C@@H](CO)O1)NCc1ccccc1 | 7.7 | 7.8 | 0.1 | -0.4 | -0.4 | 0.4 | nt | 12.2
C[C@H](CO)N1C[C@H](C)[C@H](CN(C)C(=O)Nc2ccc(F)cc2)Oc2c(NC(=O)C3CCOCC3)cccc2C1=O | -4.6 | -0.6 | 2.6 | 11.8 | -2.0 | -0.1 | 1.1 | 11.9
COc1ccc2c(C)cc(SCC(=O)Nc3cccnc3Cl)nc2c1 | -0.1 | -25.7 | -1.2 | nt | nt | 0.1 | nt | 4.7
C[C@@H]1CN([C@@H](C)CO)C(=O)c2cc(NS(=O)(=O)c3cccs3)ccc2O[C@@H](C)CCCCO[C@H]1CN(C)C(=O)Nc1cccc2ccccc12 | 4.2 | -20.7 | 0.2 | -0.1 | -1.8 | -0.3 | -14.2 | 3.6
O=C([C@H]1[C@H](CO)[C@H]2Cn3c(cccc3=O)[C@H]2N1Cc1ccccn1)N1CCC(Cc2ccccc2)CC1 | -5.8 | -15.0 | 40.8* | -0.3 | -0.3 | 0.8 | nt | 6.6
CCc1nc2ccc(C(=O)NCCN3CCOCC3)cn2c1N(CC)CCOC | 4.7 | -1.3 | -2.3 | 1.5 | 0.2 | 0.3 | 9.8 | 9.0
C[C@H](CO)N1C[C@H](C)[C@@H](CN(C)Cc2ccncc2)OCCCC[C@H](C)Oc2ccc(N(C)C)cc2C1=O | 30.9* | 2.7 | 3.5 | -0.1 | 0.0 | 0.5 | -2.7 | -0.9
CC(C)NC(=O)Nc1ccc2c(c1)C(=O)N(C)[C@@H]1CC[C@@H](CC(=O)Nc3ccccc3)O[C@H]1CO2 | 1.2 | 6.1 | -0.9 | 0.1 | -0.7 | 0.3 | -3.2 | -8.2
O=C(Nc1ccc(F)cc1)C(CCc1ccccc1)N1CCN(c2ccncc2)CC1 (stereo not drawn) | -0.3 | 4.4 | -9.8 | -0.2 | -0.3 | -0.1 | nt | -25.1
CCN1CCc2c(sc(NC(=O)Cc3ccccc3)c2C(=O)OC)C1 | 0.0 | 20.0 | -2.6 | 0.1 | 2.3 | -0.3 | 17.9 | -10.0
O=C(NCc1cccc(F)c1)C1CCC(=O)N(C2CC2)C1 (stereo not drawn) | 9.1 | -9.6 | -2.5 | -0.2 | -4.5 | 0.1 | -4.7 | -0.2

High-throughput results as filed in PubChem.
